WT yeast gro inh: growth inhibition of WT yeast, mitochondrial fusion screen | mitochondrial fusion phenotypic screen, WT strain | inhibition, % at 10 µM | actives 2.1% (n = 190,000); in the data active means inhibition above about 58%; tested in S. cerevisiae
Yfh1-depleted yeast: mitochondrial function rescue without frataxin homolog – Friedreich's ataxia, plus single-dose screen, dose response (AID 1465) | S. cerevisiae Yfh1-off respiration, WST-1 reduction, 72 h; higher fold induction means a stronger effect | one-dose fold induction at 50 µM; EC50 in µM for titrated hits | actives 0.074% (n = 220,000);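 active means fold induction of absorbance versus untreated yeast above a set limit, then at least 30% activation at any dose in follow-up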;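 further: activators that raise dye reduction in frataxin-depleted yeast; strong numbers were not always called active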
human PMI inhibitors: MPI inhibition at elevated mannose 6-phosphate – biochemical, fluorescence intensity, high mannose 6-phosphate, primary screen (AID 1220); inhibition, % at 20 µM; hits with a dose series show IC50 in µM; actives 0.66% (n = 190,000); recombinant PMI enzyme, coupled fluorescence intensity; higher % means a stronger effect
Dynein transport: dynein cargo transport inhibition | 3617.4 mouse cells, GR-EGFP nuclear translocation imaging; test concentration mostly 20 µM; stimulated with dexamethasone, 1 µM; stronger effect = lower value | z-score, hits read low | actives 0.47% (n = 220,000) | AID 1381;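 active means plate z-score of nuclear minus cytoplasmic receptor signal below a set negative limit, without overly bright fluorescence or cell loss, cut at about -3.5 in these data, passing the limit was not always enough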;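 further: z-score of nuclear minus cytoplasmic ring GR-EGFP intensity difference per well; some compounds called inactive have numbers as strong as hits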
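Buffer or medium: tetracycline-free induction medium containing charcoal-stripped FBS / Reagent: dexamethasone agonist, 1.0 µM final, for 30 min / Technique: automated 10x imaging of fixed Hoechst-stained cells / Times: induction 48 h, compound 1 h, agonist 30 min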
Autophagy HCS: autophagy modulation, high-content screen; MEF GFP-LC3 puncta imaging; test concentration mostly 10 µM; calls only at 10 µM (by protocol); actives 0.98% (n = 190,000); AID 463193;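 active means percentage of spot-positive cells more than 3 SD above its plate mean, without a fluorescence outlier flag or 80% toxicity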;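 further: spot-positive cell cutoff set from DMSO-treated cells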
Insulin prom up: MIN6 insulin promoter up-regulation; MIN6 insulin promoter-GFP reporter, high-content imaging; stronger effect = higher value; z-score at 5 µM; actives 0.3% (n = 190,000); AID 1625;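 active means z-score above 3 at 5 µM with at least 500 cells counted in the well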
MT stabilizer: microtubule stabilizers in HeLa cells; HeLa tubulin immunostaining HCS, 24 h; share of cells brighter than vehicle mean+2SD; % tubulin-high responders, % at 10 µM; actives 0.83% (n = 200,000); AID 2205;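 active means plate Z-score above 3 for both tubulin-high and condensed-nucleus cell shares, with cell loss under 80%, at 10 µM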;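 further: anti alpha tubulin signal scored within the nucleus-defined area of each cell; some results filed as inactive read as strong as hits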
human PMI inhibition: inhibitors of human PMI, primary screen, biochemical, fluorescence intensity, coupled assay (AID 1209) | purified PMI enzyme, coupled fluorescence intensity; higher % means a stronger effect | inhibition, % at 20 µM, or IC50 in µM where a hit was titrated | actives 0.42% (n = 190,000);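 further: plate controls were DMSO vehicle for no effect and wells lacking substrate for full effect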
b-catenin transl: beta-catenin nuclear translocation modulation; actives 0.3% (n = 190,000); HeLa beta-catenin nuclear translocation, immunofluorescence imaging; AID 1665; nuclear translocation activity, % at 5 µM;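 active means nuclear translocation activity above 50% at 5 µM, with a well cell count of 50 or more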;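 further: per-cell ratio of nuclear to cytoplasmic median beta-catenin stain intensity; plate controls were DMSO negative control for no effect and GSK-3 inhibitor IX positive control for full effect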
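assay system = human HeLa cells, endogenous beta-catenin | times = compound treatment 24 h, 37°C, 5% CO2 | detection = Anti-beta-catenin immunofluorescence on PFA-fixed, Triton-permeabilized cells, DAPI nuclei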
WT yeast gro inh mutant strain: recorded beside WT yeast gro inh, whose call it bears; inhibition, %; mitochondrial fusion phenotypic screen, mutant strain inhibition
Dynein transport cytoplasmic EGFP: recorded beside Dynein transport, whose call it bears; z-score; measured here: cytoplasmic GR-EGFP intensity; stronger effect = higher value
Dynein transport nuclear GR-EGFP: also measured in Dynein transport; calls as there; z-score; measured here: nuclear GR-EGFP intensity;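 lower value marks the stronger effect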
Dynein transport cell count: second read-out of Dynein transport, no call of its own (marks repeat the call); z-score; measured here: cell count per field
Insulin prom up cell count: second read-out of Insulin prom up, no call of its own (marks repeat the call); cell count; measured here: cytotoxicity, nuclei count;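 total cells summed across four imaged fields per well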
b-catenin transl cell count 5 µM: also measured in b-catenin transl; calls as there; cell count; measured here: cell count, cytotoxicity flag
MT stabilizer Hoechst-high %: second read-out of MT stabilizer, no call of its own (marks repeat the call); % Hoechst-high responders; measured here: nuclear condensation Hoechst responders;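 share of cells brighter than vehicle mean plus two SD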
MT stabilizer cytotoxicity %: also measured in MT stabilizer; calls as there; toxicity, %; measured here: cytotoxicity by cell density;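 0% = mean cell density of plate MIN control wells and 100% = no cells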
Autophagy HCS cell loss 18 h: also measured in Autophagy HCS; calls as there; toxicity, %; measured here: cell loss, nuclei count;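 cell loss after 18 h compound exposure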
* marks the source's active call; other numbers are inactive results; i = inactive; x = no result given. Unless noted, no stated cut-off is given here; in the data, active means inhibition above about 50%; inactive means the rest.

SMILES	WT yeast gro inh	WT yeast gro inh mutant strain	Yfh1-depleted yeast	human PMI inhibitors	Dynein transport	Dynein transport cytoplasmic EGFP	Dynein transport nuclear GR-EGFP	Dynein transport cell count	Autophagy HCS	Autophagy HCS cell loss 18 h	Insulin prom up	Insulin prom up cell count	MT stabilizer	MT stabilizer Hoechst-high %	MT stabilizer cytotoxicity %	human PMI inhibition	b-catenin transl	b-catenin transl cell count 5 µM
COc1ccnc(N2CCN(c3cccc(C(F)(F)F)c3)CC2)c1C#N	-13	-19	i	1%	-0.76	-0.14	-0.67	1.2	i	-25	-0.41	1471	3.5	2.5	3.6	6%	1.6	1369
O=C1NCCN1Cc1cccc(Cl)c1	3	5	i	7%	0.4	-0.45	0.09	0.32	i	1	x	x	2.5	2.1	10	1%	-1.9	1138
Cc1ccc(S(=O)(=O)N=C2SCCCS2)cc1	3	-3	i	-1%	-0.72	-0.19	-0.49	0.88	i	1	0.4	1141	2.9	2.1	5.2	-3%	-1.4	871
COC(=O)C1=C(C)NC(=S)N(C(C)=O)C1c1ccc(OC)c(OC)c1 (stereo unspecified)	-6	-7	i	6%	-0.15	-0.23	-0.42	0.44	i	13	-0.08	1181	7.5	2.3	7.1	4%	-3.1	584
O=C(Nc1ccnc(-c2cccnc2)n1)c1cccc(Cl)c1Cl	28	5	i	3%	-0.39	-0.2	-0.74	0.54	i	-27	x	x	1.3	1.5	7.3	3%	x	x
O=C(CSc1n[nH]c(-c2cccs2)n1)NCc1cccs1	3	-4	i	0%	-0.72	-0.21	-0.45	0.66	i	-7	x	x	2.7	1.8	9.9	4%	x	x
Cc1cc(/C=N/Nc2nc(N)ncc2[N+](=O)[O-])c(C)n1-c1ccccc1F	x	x	i	x	-0.82	-0.1	0.18	0.93	x	x	0.06	1015	x	x	x	x	0.2	1305
NC(=O)c1snnc1-c1ccccc1	x	x	i	x	0.96	-0.29	0.26	-0.051	x	x	0.52	1466	x	x	x	x	-0.2	1112
CCN(CC)c1ccc2cc(C(=O)Nc3ccc(-n4cnnn4)c(OC)c3)c(=O)oc2c1	x	x	x	1%	x	x	x	x	x	x	1.2	804	x	x	x	4%	-0.7	1020
CC(=O)NCCc1nc2ccccc2n1CCOc1ccccc1C	x	x	i	x	-0.27	-0.25	0.3	0.57	x	x	-0.61	1182	x	x	x	x	0.0	1300
O=C(O)c1cccnc1SC1CC(=O)N(CCc2ccccc2)C1=O (stereo unspecified)	-2	-25	i	-1%	-0.38	-0.49	-0.19	-0.041	i	1	-0.08	683	1.5	1.6	6.0	3%	-7.3	1095
Cc1ccc(-n2[nH]c(C)c(C=Nc3ccc(S(=O)(=O)N4CCOCC4)cc3)c2=O)c(C)c1	13	14	i	-9%	1.2	-0.2	1.1	-2	i	18	0.05	1468	2.0	1.2	2.4	-4%	0.7	1115
CCOc1ccc(/C=N/NC(=O)C(OC)c2ccccc2)cc1 (stereo unspecified)	-5	-5	i	-8%	0.4	-0.3	0.37	-0.26	i	-4	-0.39	1235	1.4	1.1	1.3	-12%	-0.1	1157
Cc1sc2ncn3cnnc3c2c1C	3	-19	i	-8%	-0.73	-0.21	-0.2	1.1	i	-8	x	x	3.9	1.4	8.9	-7%	0.2	729
Nc1nnc(SCc2coc(-c3ccc(Cl)cc3)n2)s1	-40	1	i	-1%	-0.35	-0.19	-0.14	0.32	i	-4	0.6	1181	3.6	2.9	7.1	8%	3.4	1060
C/C(=N\NC(=S)NC1CCCCC1)c1ccc(O)cc1	31	-6	i	10%	-0.1	-0.27	-0.19	0.7	i	4	0.17	1197	3.7	1.4	13	11%	1.1	1065
Cc1ccc(/C=c2\sc3nc(-c4cccs4)nn3c2=O)o1	-2	-16	i	11%	-0.47	-0.029	-0.32	0.35	i	7	0.07	1675	1.4	0.5	28	46%	0.3	1050
Cc1cc(C)n2nc(SCC(=O)c3cc(C)n(CC4CCCO4)c3C)nc2n1 (stereo unspecified)	-7	-2	i	-8%	1.2	0.63	1.2	-2.5	i	6	-0.76	902	3.6	2.4	3.8	-14%	0.7	995
O=C(CN1C(=O)COc2ccccc21)N(CCCN1CCOCC1)CC1CC=CCC1 (stereo unspecified)	1	-4	i	6%	3.4	-0.2	2.2	-1.5	i	13	x	x	2.4	2.4	7.0	0%	-0.4	1187
Fc1cccc(CN2CCN3CCCC3C2C2CCCCC2)c1 (stereo unspecified)	22	14	i	0%	-0.071	-0.18	-0.098	-0.5	i	3	-0.45	1600	1.4	1.3	5.0	1%	-0.5	1322
CC(=O)c1ccc(N2CCN(C(=O)/C=C/c3ccc(S(=O)(=O)N4CCOCC4)cc3)CC2)cc1	-12	11	i	14%	-0.034	-0.31	0.5	-0.17	i	11	0.11	1584	4.0	1.6	4.8	12%	-1.1	901
O=C(CCCCn1c(=O)[nH]c2ccccc2c1=O)NCCC1=CCCCC1	16	29	i	4%	3.2	-0.082	1.7	-2.2	i	5	0.32	1244	3.0	3.4	6.1	-5%	-2.3	835
CCOC(=O)c1ccc2c(c1)N(CC(=O)N1CCCC1)C(=O)C(C)(C)O2	6	4	i	4%	-0.27	-0.19	-0.12	0.2	i	28	x	x	1.4	1.8	13	6%	-3.1	1143
Clc1ccc(-n2cccc2)cn1	3	-1	i	1%	1.4	-0.29	0.92	-0.21	i	2	0.3	1245	3.8	2.3	7.3	-11%	-1.7	1113
CCOC(=O)CN(C(=O)COc1nc(-c2ccccc2)cc(C)c1C#N)c1ccccc1	x	x	i	x	-0.11	-0.23	-0.35	0.012	x	x	-0.59	1003	x	x	x	x	0.4	1259

Copied from the list:
Dynein transport nuclear GR-EGFP, Cc1cc(C)n2nc(SCC(=O)c3cc(C)n(CC4CCCO4)c3C)nc2n1 (stereo unspecified) stands at 1.2
human PMI inhibitors, Cc1ccc(-n2[nH]c(C)c(C=Nc3ccc(S(=O)(=O)N4CCOCC4)cc3)c2=O)c(C)c1 stands at -9%

Sorted by the number under Dynein transport cytoplasmic EGFP (low to high): 6 from the list above
smiles,Dynein transport cytoplasmic EGFP
CC(=O)c1ccc(N2CCN(C(=O)/C=C/c3ccc(S(=O)(=O)N4CCOCC4)cc3)CC2)cc1,-0.31
CCOc1ccc(/C=N/NC(=O)C(OC)c2ccccc2)cc1 (stereo unspecified),-0.3
CCOC(=O)CN(C(=O)COc1nc(-c2ccccc2)cc(C)c1C#N)c1ccccc1,-0.23
Cc1ccc(-n2[nH]c(C)c(C=Nc3ccc(S(=O)(=O)N4CCOCC4)cc3)c2=O)c(C)c1,-0.2
Nc1nnc(SCc2coc(-c3ccc(Cl)cc3)n2)s1,-0.19
COc1ccnc(N2CCN(c3cccc(C(F)(F)F)c3)CC2)c1C#N,-0.14

The listing picks up, starting two compounds before the break.
SMILES	WT yeast gro inh	WT yeast gro inh mutant strain	Yfh1-depleted yeast	human PMI inhibitors	Dynein transport	Dynein transport cytoplasmic EGFP	Dynein transport nuclear GR-EGFP	Dynein transport cell count	Autophagy HCS	Autophagy HCS cell loss 18 h	Insulin prom up	Insulin prom up cell count	MT stabilizer	MT stabilizer Hoechst-high %	MT stabilizer cytotoxicity %	human PMI inhibition	b-catenin transl	b-catenin transl cell count 5 µM
Clc1ccc(-n2cccc2)cn1	3	-1	i	1%	1.4	-0.29	0.92	-0.21	i	2	0.3	1245	3.8	2.3	7.3	-11%	-1.7	1113
CCOC(=O)CN(C(=O)COc1nc(-c2ccccc2)cc(C)c1C#N)c1ccccc1	x	x	i	x	-0.11	-0.23	-0.35	0.012	x	x	-0.59	1003	x	x	x	x	0.4	1259
CCO[C@@H]1OC(C(N)=O)=C[C@H](c2coc3ccccc3c2=O)[C@H]1CCCO	x	x	i	x	0.36	-0.73	0.19	-0.62	x	x	0.04	1111	x	x	x	x	-3.4	1160
CCC(CC)C(=O)N1CCN(c2cccc(C)c2C)CC1	30	44	i	-4%	-0.35	-0.33	-0.6	0.91	i	-4	0.45	1306	2.3	2.8	5.8	-2%	1.1	868
CCCCNC(=O)c1ccc(N2CCOCC2)c(NS(=O)(=O)c2ccc(OC)cc2)c1	-5	-10	i	-12%	0.42	-0.23	-0.13	0.24	i	23	0.03	1326	2.3	2.2	13	-14%	-5.4	821
OCC12COC(c3ccccc3)N1C(c1ccccc1)OC2 (stereo unspecified)	-3	22	i	-8%	-0.26	0.038	-0.075	-0.051	i	-7	-0.45	1367	2.7	2.0	6.1	-5%	-7.8	979
Cc1ccc(CN2C(=O)/C(=C\c3ccc(C(=O)NCc4cccnc4)cc3)Oc3ccccc32)cc1	6	-26	i	-21%	-0.5	-0.051	0.14	1.1	i	6	-0.22	1369	2.1	2.7	5.3	-5%	1.3	1070
O=C(N/C(=C/c1cccc([N+](=O)[O-])c1)C(=O)N1CCCCCC1)c1cccs1	3	-1	i	-4%	0.48	-0.37	0.52	0.1	i	11	0.23	1361	2.2	2.3	5.3	-4%	-2.2	549
Nc1nc(CN2CCN(c3ccccn3)CC2)nc(Nc2ccc(F)cc2)n1	-2	-41	i	-23%	0.41	-0.072	0.82	-1.9	i	-8	-0.72	1295	4.7	2.4	12	-15%	-7.1	1314

Just MT stabilizer cytotoxicity % and Dynein transport cytoplasmic EGFP, for 2 of the compounds above:
SMILES	MT stabilizer cytotoxicity %	Dynein transport cytoplasmic EGFP
CCC(CC)C(=O)N1CCN(c2cccc(C)c2C)CC1	5.8	-0.33
CCCCNC(=O)c1ccc(N2CCOCC2)c(NS(=O)(=O)c2ccc(OC)cc2)c1	13	-0.23
